Bioassay records (PubChem)
PMI inhibition = human PMI inhibitors, high substrate, primary screen, biochemical, fluorescence intensity, high mannose 6-phosphate (AID 1220). Mannose-6-phosphate isomerase (Homo sapiens). inhibition, % at 20 µM; hits with a dose series show IC50 in µM. actives 0.66% (n = 190,000). recombinant PMI enzyme, coupled fluorescence intensity; higher % means a stronger effect
RSV antiviral HEp-2 = RSV antiviral activity via CPE protection, HEp-2 cells, primary 10 µM value included (AID 2391); HEp-2 cells, RSV-induced CPE inhibition; higher % means a stronger effect; one-dose CPE inhibition, % at 10 µM; IC50 in µM for titrated hits; actives 0.13% (n = 310,000); in the data active = a potency from the dose series; inconclusive = CPE inhibition mostly from about 23% at the one dose, without a potency; inactive = the rest, 99 in 100 with CPE inhibition below about 21%; also: strong numbers were not always called active
UTI89 phage lysis = inhibition of K1F phage lysis, E. coli UTI89, bacterial capsule biogenesis inhibitors, alamar blue (AID 488966) | E. coli UTI89 K1F phage lysis, alamar blue, 2 h; higher % means a stronger effect | one-dose inhibition, % at 100 µM; IC50 in µM for titrated hits | actives 0.02% (n = 340,000);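 active = phage lysis inhibition, versus mean bacterial control, above a set limit; inconclusive = no clear call, values can overlap the other calls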;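 also: capsule biogenesis inhibitors block K1F phage lysis so surviving cells raise fluorescence; higher fluorescence means more inhibition of phage lysis; actives were called in the ten point dose series up to 300 µM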
TNAP activators = human TNAP enzyme activators, primary screen, biochemical, luminescent, no phosphate acceptor, uHTS (AID 1001). activation fold at 20 µM, or EC50 in µM where a hit was titrated. actives 0.03% (n = 200,000). purified TNAP, luminescent activation assay, no phosphate acceptor; higher activation fold means a stronger effect. Alkaline phosphatase, tissue-nonspecific isozyme (Homo sapiens); in the data active = activation fold from about 3, or a potency from the dose series; inactive = the rest, 99 in 100 with activation fold below about 1.6; also: many of its hits are not listed in these tables
M1AAP inhibition = P. falciparum M1AAP inhibitors, biochemical, fluorogenic H-Leu-NHMec substrate, 1536-well (AID 1445) | Aminopeptidase N (Plasmodium falciparum (isolate 3D7)) | recombinant M1AAP, H-Leu-NHMec fluorogenic kinetic assay; higher % means a stronger effect | inhibition, % at 30 µM; hits with a dose series show IC50 in µM | actives 0.42% (n = 220,000);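 active = primary inhibition above the hit cutoff, then over 50% inhibition at one or more dose response concentrations, cut at about 23% in these data, passing the limit was not always enough; inconclusive = conflicting primary data, or primary hits not chosen for dose response; inactive = low primary inhibition, or under 50% at every dose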;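 also: plate controls were DMSO full reaction for no effect and no enzyme background for full effect; strong numbers were not always called active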
PMI inhibitors = inhibitors of human PMI, primary screen, biochemical, fluorescence intensity, coupled assay (AID 1209) | Mannose-6-phosphate isomerase (Homo sapiens) | purified PMI enzyme, coupled fluorescence intensity; higher % means a stronger effect | one-dose inhibition, % at 20 µM; IC50 in µM for titrated hits | actives 0.42% (n = 190,000);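 also: plate controls were DMSO vehicle for no effect and wells lacking substrate for full effect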
West Nile virus CPE = West Nile virus antiviral activity, cell-based, CPE readout (AID 1621) | West Nile virus-infected cells, CPE inhibition; higher % means a stronger effect | CPE inhibition, % at 10 µM; hits with a dose series show IC50 in µM | actives 0.02% (n = 290,000); in the data active = a potency from the dose series; inconclusive = CPE inhibition mostly from about 3.7% at the one dose, without a potency; inactive = the rest, 99 in 100 with CPE inhibition below about 2.2%; also: strong numbers were not always called active
M17LAP inhibition = P. falciparum M17LAP inhibitors, primary screen, biochemical, fluorogenic H-Leu-NHMec substrate, 1536-well (AID 1619). actives 0.38% (n = 220,000). recombinant M17LAP, H-Leu-NHMec fluorogenic kinetic assay; higher % means a stronger effect. one-dose inhibition, % at 30 µM; IC50 in µM for titrated hits. Leucine aminopeptidase (Plasmodium falciparum (isolate 3D7));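 active = compound inhibiting the enzyme by more than half at any dose during confirmatory dose-response retesting; inconclusive = strong single-dose inhibitors picked by rank but not retested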;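 also: plate controls were full reaction with DMSO carrier for no effect and no enzyme background for full effect; strong numbers were not always called active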
T cell HTS = modulators of CD8 T cell-vesicle binding, primary screen, mouse 2C CD8+ T cells, flow cytometry. 2C CD8+ T cell-vesicle binding; stronger effect = lower value. calls only at 7 µM. actives 0.068% (n = 330,000);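 active = response, share of CD8 T cells binding vesicles, and their 90th percentile fluorescence all below set limits, cut at about 80% in these data, passing the limit was not always enough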
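Incubation: binding step 1.5 h, 37 °C, antibody labelling 20 min, ice; system: murine 2C transgenic CD8+ T lymphocytes; technique: cytometric PE anti-B7-1 and Alexa647 anti-CD8 signals after 1% paraformaldehyde fixation; also added: QL9-charged Drosophila Ld/ICAM-1/B7-1 vesicles; control set: naked versus QL9-loaded vesicles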
T cell HTS vesicle-bound % = second read-out of T cell HTS, no call of its own (marks repeat the call); double positive events, %; measured here: CD8+ vesicle-bound cell fraction;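 binding gate set so that unloaded-vesicle control wells show 10% double positive cells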
Active calls of the source: *; i = inactive; ? = inconclusive; / = not tested or not shown; [ ] = dose if it differs, or a comment. Rule as the data show it, unless noted: active = inhibition above about 50%; inactive = the rest.

1: COc1cccc(-c2cc(C(=O)NCCN3CCOCC3)no2)c1
2: CCCN1CCN(C(=O)C(NC(=O)c2ccco2)C(C)C)CC1 (stereo not drawn)
3: COc1cccc(NC(=O)CCS(=O)(=O)c2cc3c(cc2Cl)NC(=O)CO3)c1
4: COc1ccc(C(=O)c2sc3nc(C)cc(-c4cccs4)c3c2N)cc1
5: CC1CCN(S(=O)(=O)c2ccc(NC(=O)CN3CCN(c4ccccc4)CC3)cc2)CC1
6: CC(NCc1ccccc1Cl)C(=O)Nc1ccc(C#N)cc1 (stereo not drawn)

entry no.	1	2	3	4	5	6
PMI inhibition	2.1%	/	/	-10.4%	2.5%	-0.1%
RSV antiviral HEp-2	/	-0.4%	2.0%	/	6.7%	2.6%
UTI89 phage lysis	6.5%	-0.1%	3.8%	0.3%	0.1%	1.3%
TNAP activators	1.1	/	/	0.8	1	1.2
M1AAP inhibition	-2.6%	/	/	2.4%	4.0%	1.6%
PMI inhibitors	5.2%	/	/	-3.0%	7.1%	-4.3%
West Nile virus CPE	-0.1%	0.1%	0.1%	-1.2%	-1.4%	-1.0%
M17LAP inhibition	16.2%	/	/	-12.7%	-0.8%	-0.8%
T cell HTS	i	i	i	/	i	i
T cell HTS vesicle-bound %	42.5	46.8	9.9	/	36.9	36.6

7: CCc1ccc(N2C(=O)CN(Cc3ccc(OC)c(OC)c3)C2=S)cc1
8: CSCCC(NS(=O)(=O)c1cccs1)C(=O)NCc1cccs1 (stereo not drawn)
9: Cc1c(C(=O)NN2CCOCC2)oc2ccccc12
10: Cc1ccc(OCC(=O)Nc2cc(NC(=O)COc3ccc(C)c(C)c3)cc(C(=O)O)c2)cc1C
11: Cc1noc(C)c1-c1nnc(-c2ccc(OC(F)(F)F)cc2)o1
12: Cc1ccc(S(=O)(=O)NCCC(=O)NCc2cccnc2)cc1

entry no.	7	8	9	10	11	12
PMI inhibition	8.0%	-0.3%	4.4%	/	/	/
RSV antiviral HEp-2	19.1%	1.3%	1.1%	?	0.1%	0.9%
UTI89 phage lysis	0.7%[50 µM]	0.4%	0.3%	0.1%	1.0%	0.1%
TNAP activators	1.1	1.1	1.1	/	/	/
M1AAP inhibition	2.9%	7.6%	2.2%	/	3.2%	/
PMI inhibitors	14.8%	1.4%	-2.9%	/	/	/
West Nile virus CPE	-0.5%	-0.1%	0.0%	-0.1%	-0.6%	-0.1%
M17LAP inhibition	-21.7%	-5.1%	0.9%	/	7.5%	/
T cell HTS	i	i	i	i	i	i
T cell HTS vesicle-bound %	58.1	28.2	32.1	67.3	27.4	30.0

13: Cc1cccc(NS(=O)(=O)c2cc(C(=O)N3CCN(C)CC3)ccc2C)c1
14: O=C(OCC(=O)N1c2ccccc2Sc2ccccc21)c1ccc[n+]([O-])c1
15: COc1ccc(C(=O)Cc2ccc3c(c2)OCO3)c(O)c1
16: CN(CCOc1ccc(F)cc1)Cc1ccccc1
17: CCOc1ccccc1-n1c(CN2CCN(C(=O)c3ccco3)CC2)nc2ccccc2c1=O
18: Cc1ccc(NC(=O)Nc2cnc3ccccc3c2)cc1

entry no.	13	14	15	16	17	18
PMI inhibition	8.9%	-7.9%	7.0%	/	-12.4%	9.3%
RSV antiviral HEp-2	-0.3%	2.3%	0.6%	-0.1%	-2.9%	5.6%
UTI89 phage lysis	6.5%	0.3%	3.2%	1.1%	3.0%	0.1%
TNAP activators	1	1.1	1	/	1.1	1.1
M1AAP inhibition	-0.7%	6.6%	9.6%	/	4.8%	2.4%
PMI inhibitors	4.9%	-7.4%	9.0%	/	-1.7%	5.4%
West Nile virus CPE	-0.1%	-0.3%	-0.2%	-0.6%	/	-0.7%
M17LAP inhibition	-2.6%	-4.9%	24.5%	/	-1.8%	23.1%
T cell HTS	i	i	i	i	i	i
T cell HTS vesicle-bound %	24.6	26.8	45.9	58.1	47.1	26.4

19: COC(=O)C1(S(=O)(=O)c2cc(Br)cc3c2N(C(C)=O)CC3)CC1
20: Cc1cccc(N2CCN(C(=O)CCNS(=O)(=O)c3cccs3)CC2C)c1 (stereo not drawn)
21: Cc1ccc2cc(C)c(Sc3nnnn3-c3ccccc3)nc2c1
22: Cn1c(-c2ccccc2)cnc1SCC(=O)N1CCCCC1
23: Cc1ccc(/C=N/Nc2ccc(F)cc2F)s1
24: O=C(COc1ccc(S(=O)(=O)N2CCCCC2)cc1)N1CCOCC1

entry no.	19	20	21	22	23	24
PMI inhibition	1.5%	/	12.1%	12.9%	/	/
RSV antiviral HEp-2	2.2%	0.3%	3.4%	1.6%	6.0%	1.3%
UTI89 phage lysis	1.0%	1.2%	0.3%[50 µM]	0.4%	-0.2%	0.2%
TNAP activators	1	/	1.1	1.1	/	/
M1AAP inhibition	2.6%	/	-0.9%	10.9%	/	/
PMI inhibitors	-2.8%	/	6.3%	7.4%	/	/
West Nile virus CPE	0.7%	-0.4%	-0.7%	-0.2%	-0.2%	-0.4%
M17LAP inhibition	-4.5%	/	15.6%	3.7%	/	/
T cell HTS	i	i	i	i	i	i
T cell HTS vesicle-bound %	34.5	39.8	26.6	54.4	44.7	72.3

Fetched by compound from the entries so far, six records:
21: Cc1ccc2cc(C)c(Sc3nnnn3-c3ccccc3)nc2c1
19: COC(=O)C1(S(=O)(=O)c2cc(Br)cc3c2N(C(C)=O)CC3)CC1
24: O=C(COc1ccc(S(=O)(=O)N2CCCCC2)cc1)N1CCOCC1
20: Cc1cccc(N2CCN(C(=O)CCNS(=O)(=O)c3cccs3)CC2C)c1 (stereo not drawn)
23: Cc1ccc(/C=N/Nc2ccc(F)cc2F)s1
22: Cn1c(-c2ccccc2)cnc1SCC(=O)N1CCCCC1

entry no.	21	19	24	20	23	22
PMI inhibition	12.1%	1.5%	/	/	/	12.9%
RSV antiviral HEp-2	3.4%	2.2%	1.3%	0.3%	6.0%	1.6%
UTI89 phage lysis	0.3%[50 µM]	1.0%	0.2%	1.2%	-0.2%	0.4%
TNAP activators	1.1	1	/	/	/	1.1
M1AAP inhibition	-0.9%	2.6%	/	/	/	10.9%
PMI inhibitors	6.3%	-2.8%	/	/	/	7.4%
West Nile virus CPE	-0.7%	0.7%	-0.4%	-0.4%	-0.2%	-0.2%
M17LAP inhibition	15.6%	-4.5%	/	/	/	3.7%
T cell HTS	i	i	i	i	i	i
T cell HTS vesicle-bound %	26.6	34.5	72.3	39.8	44.7	54.4

Further entries:
25: CN(C)CC#CCCCCCCC#CCN(C)C
26: O=C1CC(c2c(F)cccc2Cl)C(n2cncn2)C(O)=C1C1NCCc2ccccc21 (stereo not drawn)
27: COc1ccc(CCn2nnnc2C(C(C)C)N2CCC(C(N)=O)CC2)cc1OC (stereo not drawn)
28: Nn1c(SCc2cccc(C(F)(F)F)c2)nnc1-c1ccco1

entry no.	25	26	27	28
PMI inhibition	-6.8%	7.4%	3.2%	-6.5%
RSV antiviral HEp-2	0.2%	-1.2%	0.6%	-1.6%
UTI89 phage lysis	/	0.3%	0.3%	0.5%
TNAP activators	1.1	1.1	1.1	1.1
M1AAP inhibition	-1.2%	12.9%	-2.8%	0.2%
PMI inhibitors	-5.7%	-1.6%	5.8%	-0.6%
West Nile virus CPE	0.3%	-0.8%	0.3%	0.3%
M17LAP inhibition	-0.7%	2.1%	1.9%	-1.3%
T cell HTS	i	i	i	i
T cell HTS vesicle-bound %	47.8	40.9	19.0	21.2

Compounds were not picked by outcome; any-hit rate near 1.5%.
